Source: PubChem BioAssay (National Center for Advancing Translational Sciences (NCATS))
FUS yeast rescue: FUS proteinopathy suppression in yeast. Potency, µM (titrated, usually from 76.6 µM), for the others: at the highest dose growth rescue (activation), actives largely listed as activators. S. cerevisiae FUS-expressing, growth rescue, OD600, 24 h. hit rate 0.24% among 390,000. AID 1347120;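 also: potency is read from the fitted curve at half-maximal effect; plate controls were DMSO vehicle for no effect and reference control for full effect; nearly all actives have a fitted effect of over 55% in size; some results filed as inactive show a strong effect at the top dose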
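Steps: raffinose overnight preculture; dilution to OD 0.005 in 2% galactose minimal medium; compound addition (concentration series); 24hr at 30C, 99% humidity; absorbance read at 600 nm.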
EPAC1 ag: agonists of human EPAC1; AID 720707; EPAC1 agonist qHTS, biochemical assay; response scale: 100% = response to 6.5 mM cAMP; Potency, µM (top dose mostly 154 µM), without a hit: at the highest dose activation, usual class: activators; hit rate 0.073% among 360,000; O95398; also: potency is read from the fitted curve at half-maximal effect; nearly all actives have a fitted effect of over 60% in size
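EPAC1 100 nM, Rap1B–BODIPY-GDP 250 nM, unlabeled GDP 50 uM; compound titration; 5 min RT; kinetic read ex480/em540 at 5-min intervals ×30 min; data normalized to 6.5 mM cAMP agonist control.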
PLK1 PBD inh: inhibitors of human PLK1 polo-box domain binding. AID 720504. Potency, µM, for the others: max response, negative = inhibition, usual class: inhibitors. Plk1 PBD binding of FITC phosphopeptide, fluorescence polarization. P53350. hit rate 2.8% among 360,000; also: potency is read from the fitted curve at half-maximal effect; series mostly up to about 57 µM; % is scaled to controls: 0 for no effect and ±100 for the full control effect; nearly all actives have a fitted effect of over 65% in size
PI5P4K alpha inh: blocks human PI5P4K alpha kinase activity; PI5P4Kalpha enzyme, ADP-Glo luminescence, 60 min; hits give low values; max response, %; hit rate 1.2% among 330,000; active = max response of -50% or lower; inconclusive = between -30% and -50%; inactive = -30% or higher; also: value at the top dose of about 77 µM; % is scaled to controls: 0 for no effect and ±100 for the full control effect
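Quantitative HTS of the MLSMR library against PI5P4Kalpha with substrate. ATP added last at 5 microM final; room temperature, 60 minutes. Remaining ATP depleted, ADP converted and read as luminescence.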
IL-2 act: IL-2 activation | AID 652025 | IL-2 activation reporter assay, cell-based qHTS; stimulated with anti-CD3/CD4/CD28 beads; in transgenic mouse T cells | hit rate 0.065% among 360,000 | activation, % (series mostly up to about 46 µM); in the data active = activation above about 50%; inconclusive = mostly about 30% to 49%; also: 0% is about no effect
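Unstimulated transgenic mouse T cells, 750 per well, received compound and, after 60 minutes, anti-CD3/anti-CD4 bead plus anti-CD28 stimulation. EGFP and DsRed were quantified after 18 hours.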
WRN helicase inh: blocks human WRN helicase; hit rate 0.46% among 360,000; WRN helicase unwinding, fluorescent forked duplex, kinetic; Potency, µM (doses to about 114 µM), inactives show at the top dose activity change, negative = inhibition, usual class: inhibitors; also: potency is read from the fitted curve at half-maximal effect; % is scaled to controls: 0 for no effect and ±100 for the full control effect; nearly all actives have a fitted effect of over 55% in size
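Fluorescence dequenching readout, ex 525 nm/em 598 nm, kinetic mode: forked duplex DNA (100 nM final) with adjacent fluorophore and quencher unwound by WRN (20 nM final) with 2 mM ATP. Compound preincubation 15 min, room temperature.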
aSyn rescue: rescues yeast growth from alpha-synuclein toxicity; Potency, µM (top dose mostly 46.1 µM), without a hit: at the top dose growth rescue (activation), usual class: activators; hit rate 0.14% among 370,000; Yeast expressing alpha-synuclein, growth rescue, BacTiter-Glo, 24 h; AID 652106; also: potency is read from the fitted curve at half-maximal effect; % of control where 0% means no effect; nearly all actives have a fitted effect of over 65% in size
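Galactose-induced alpha-syn yeast (OD600=0.02, raffinose-pregrown) + pinned cpd, 24 hr, 30 deg C; growth by BacTiter-Glo luminescence. Growth restoration scores as activation.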
EPAC1 antag: antagonists of human EPAC1 | O95398 | EPAC1 GEF assay, Rap1b-BODIPY-GDP exchange fluorescence | Potency, µM (titrated, usually from 115 µM), without a hit: at the top dose activity change, negative = inhibition, usual class: inhibitors | hit rate 0.14% among 360,000;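 also: potency is read from the fitted curve at half-maximal effect; plate controls were vehicle for no effect and positive control for full effect; nearly all actives have a fitted effect of over 50% in size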
Abeta yeast res: A-beta toxicity reversal in yeast. Potency, µM (highest dose often 46.1 µM), without a hit: top-dose growth rescue, most hits filed as activators. AID 1347071. yeast expressing A-beta42, growth rescue, OD600, 48 h; response scale: 0% DMSO, 100% iron-clioquinol control. hit rate 0.063% among 410,000; also: potency is read from the fitted curve at half-maximal effect; nearly all actives have a fitted effect of over 55% in size
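Yeast A-beta toxicity model in growth medium with pinned compounds, 48 h at 30 C; growth read as absorbance at 600 nm. Normalized to FeCl3/clioquinol equimolar mix (positive) and DMSO (negative).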
Numbers without * were called inactive; ? = inconclusive; nt = not tested or not shown; & = joins results of further samples; [ ] = dose if it differs, or a comment. Unless noted, calls follow the shape of the dose curve; as a rule, active = well fitted curve in the direction sought with a large enough effect; inconclusive = small, poorly fitted or top-dose-only effect, or another doubt; inactive = no such curve, though single readings can be large; an effect the other way counts as inactive or inconclusive.

Compound	FUS yeast rescue	EPAC1 ag	PLK1 PBD inh	PI5P4K alpha inh	IL-2 act	WRN helicase inh	aSyn rescue	EPAC1 antag	Abeta yeast res
O=C1C(=O)N(CCS(=O)(=O)c2ccccc2)c2ccc(Cl)cc21	-3%	-1%	-17%	-2	-2.6	1%	0%	13%	3%
N=c1c2c3c(sc2ncn1CCCO)CCCC3	-22%	-4%	-5%	5	-1.8	1%	1%	-1%	8%
COc1ccc(NC2CCCN(C(=O)CSc3ccccn3)C2)cc1OC (configuration not stated)	15%	-3%	24µM*	1	-2.7	-7%	10%	9%	15%
Cc1ccc(C)c(N2CCN(C(=O)c3ccc(CS(=O)Cc4cccc(Cl)c4)o3)CC2)c1 (configuration not stated)	?	9%	-7%	18	-1.7	-13%	13%	-11%	24%
O=[N+]([O-])c1ccc(S(=O)(=O)NCC(c2ccc3c(c2)OCO3)N2CCOCC2)cc1 (configuration not stated)	20%	-10%	4%	-18	-0.6	9%	1%	9%	7%
CCOC(=O)C(=O)C1C(=O)Nc2ccccc21 (configuration not stated)	-34%	12%	-19%	-12	1.9	-2%	-4%	1%	12%
Cc1nc(NC(=O)c2ccc(-c3cc4ccccc4oc3=O)cc2)ccc1Br	-1%	-2%	-1%	3	-0.9	-32%[57.1 µM]	-3%	-6%	-4%
O=C(CNC(=O)c1cccc(F)c1)OCC(=O)N1CCN(C(=O)c2ccco2)CC1	11%	2%	-8%	1	0.2	-3%	-9%	-4%	-4%
COc1ccccc1NC(=O)CCCc1nnc2n(C)c(=O)c3sccc3n12	-2%&-18%	9%	-4%	-1	0.9	-10%	0%	12%	6%&-21%
COc1ccccc1N1CCN(C(=O)/C=C/c2cccc([N+](=O)[O-])c2)CC1	13%	6%	-13%	5	-3.5	3%	1%	-8%	-35%[inhibitor]
COCCNC(=O)C1(C)CCN(C(=O)c2ccc(F)c(C)c2)C1 (configuration not stated)	-19%	-8%	-5%	4	0.6	1%	-2%	10%	9%
Nc1nc2c(ncn2[C@@H]2O[C@H](CNCc3ccc(Oc4cc(-n5cccn5)ncn4)cc3)[C@@H](O)[C@H]2O)c(=O)[nH]1	-9%	-4%	-5%	1	-0.8	-4%	2%	-20%	3%
Cc1onc(-c2ccccc2)c1C(=O)N/N=C/c1ccccc1OC(C)C	11%	-9%	3%	4	1.4	4%	11%	21%	4%
COc1ccc(NC(=O)NC2(C(=O)N3CCN(C)CC3)CCCCC2)cc1	3%	0%	-3%	6	-0.7	6%	-9%	7%	-7%
CCc1cc(=O)oc2cc(OC(C)C(=O)NCc3ccccn3)ccc12 (configuration not stated)	0%	15%	-4%	6	1.1	-5%	4%	22%	5%
O=C(Nc1ccccc1)C1C2CCC3C(CCC21)C3(Cl)Cl (configuration not stated)	-3%	-12%	-5%	4	-0.6	-2%	8%	0%	25%
Cc1cc(S(=O)(=O)NCc2ccc(S(N)(=O)=O)cc2)c(C)s1	8%	0%	-1%	-1	1.8	-3%	2%	-13%	1%
CC(=O)Nc1ccc(Nc2ncnc3c2cnn3-c2ccc(C)cc2C)cc1	32%	8%	-10%	nt	-3.6	-1%	-1%	1%	3%
CCOC(=O)c1sc(-c2cccc(C(F)(F)F)c2)nc1O	6%	-11%	-14%	1	-0.3	5%	-57%[inhibitor]	-26%	-93%[inhibitor]
CCc1cc(C(=O)c2ccccc2)c(N)s1	-12%	-1%	1%	-7	-0.6	6%	2%	-4%	16%
CCn1cc(S(=O)(=O)c2cccc(C)c2)c(=O)c2cc(F)c(N3CCN(C)CC3)cc21	7%	5%	-10%	-1	-0.7	1%	-8%	16%	-1%
O=C(CSc1nnc(C2CC2)n1C1CC1)c1ccccc1F	1%	1%	-8%	-9	0.4	7%	8%	-10%	-12%
CN(C)C(CNC(=S)Nc1ccccc1Cl)c1cccnc1 (configuration not stated)	17%	-4%	-15%	1	2.1	16%	-1%	-23%	-9%
Cc1ccc(Cn2cc(/C=C/C(=O)O)c(-c3ccccc3)n2)cc1	24%	-1%	-6%	-8	-0.5	1%	2%	7%	13%
COc1ccc(C[C@@H]2CN3C(=NC[C@@H]3C)N2C[C@H](C)NC(=O)CCC2CCCCC2)cc1	-2%	1%	-8%	-3	-3.0	-12%	-6%	8%	9%
Cc1c(C)c2ccc(OC(C)C(=O)N3CC[C@@]4(O)CCCC[C@H]4C3)c(C)c2oc1=O (some centres not stated)	28%	-2%	0%	1	-0.7	-3%	-1%	-3%	-3%
O=C(Nc1ccc(Cl)cc1)Nc1cnccn1	-5%	1%	30µM*	-3	-4.1	11%	-1%	14%	-4%
CCCCN(C(=O)CCNC(=O)NC12CC3CC(CC(C3)C1)C2)c1c(N)n(CCC)c(=O)[nH]c1=O	35%	-2%	-3%	4	-0.5	2%	-2%	10%	3%
CC(C)[C@H](NC(=O)C1CCN(S(=O)(=O)c2ccc(F)cc2)CC1)C(=O)N1CCCCCC1	12%	5%	-13%	-1	-1.9	0%	-1%	0%	16%
O=C1N[C@@H](Cc2ccccc2)C(=O)N1CCN1CCOCC1	4%	8%	-10%	nt	-2.4	15%	-3%	-3%	-14%
CC1=Nc2cc([N+](=O)[O-])ccc2NC(C)(C)C1	18%	-9%	-16%	-12	0.2	-5%	-6%	-1%	?
CC(C)OCCCNC(=O)c1cn(C)c2ccc(S(=O)(=O)N3CCCC3)cc2c1=O	2%	-9%	0%	4	-4.0	1%	0%	-9%	2%

The last 2 records of the part before come first, to join the parts:
Compound	FUS yeast rescue	EPAC1 ag	PLK1 PBD inh	PI5P4K alpha inh	IL-2 act	WRN helicase inh	aSyn rescue	EPAC1 antag	Abeta yeast res
CC1=Nc2cc([N+](=O)[O-])ccc2NC(C)(C)C1	18%	-9%	-16%	-12	0.2	-5%	-6%	-1%	?
CC(C)OCCCNC(=O)c1cn(C)c2ccc(S(=O)(=O)N3CCCC3)cc2c1=O	2%	-9%	0%	4	-4.0	1%	0%	-9%	2%
Cc1ccc(C)c(N2N=C(C(=O)N(CC(C)C)c3c(N)n(Cc4ccccc4)c(=O)[nH]c3=O)CCC2=O)c1	27%	9%	-12%	-25	0.1	4%	1%	14%	13%
Cc1ccc(S(=O)(=O)N2CCCOC2CNC(=O)C(=O)NCc2cccnc2)cc1 (configuration not stated)	nt	-7%	0%	1	0.3	5%	-1%	14%	5%
O=C(O)/C=C\C(=O)N1CCc2ccccc21	0%	2%	1%	1	0.7	-4%	6%	8%	?
O=C(Nc1ccc(-c2csc(Nc3ccc(Cl)cc3)n2)cc1)c1ccccc1	26%	-9%	-13%	-6	-2.5	-3%	-14%	-15%	-9%
CSc1nsc(/C=C/Nc2ccc(C)cc2)c1C#N	-12%	-1%	9%	-2	2.1	-4%	13%	11%	9%
NC(=O)CSc1oc(-c2ccco2)nc1S(=O)(=O)c1ccc(Cl)cc1	26%&-4%	2%	-26%	?	-1.1	-12%	-1%	5%	-3%&-11%
CCCN(C)C1CN(Cc2cn(Cc3cccc(Cl)c3)nn2)S(=O)(=O)C1 (configuration not stated)	-12%	7%	-16%	2	0.3	5%	0%	4%	-2%
CC(=O)Cc1nsc(NC(=O)c2csc3c2CCCC3)n1	49%	7%	-12%	1	-1.7	-6%	-6%	-5%	0%
Cc1cc(-c2ccccc2C(=O)NCc2ccccc2)on1	-9%	-3%	-1%	-4	-1.3	-12%[57.1 µM]	1%	11%	21%
Cc1ccc(-n2nnnc2SCC(=O)NCC2(N3CCCCC3)CCCCC2)c(C)c1	-1%	9%	-10%	-5	0.1	5%	-1%	-5%	0%
CC1(C)Cc2cccc(OC(=O)NCCc3ccc(F)cc3)c2O1	-6%	-5%	-14%	11	-0.4	-6%	-2%	-10%	21%
Cc1ccc(NC2c3ncccc3C(=O)N2Cc2ccc(F)cc2)cc1 (configuration not stated)	?	4%	-8%	nt	0.2	-5%	6%	-4%	-4%
COc1ccc(-n2c(=O)c3c4c(sc3n(CC(=O)NCC3CCCO3)c2=O)CN(C(C)=O)CC4)cc1OC (configuration not stated)	-45%	12%	-6%	-17	0.1	-1%	1%	4%	3%
COc1cc(C(=O)NCC(c2cccs2)N(C)C)cc(Cl)c1OC(C)C (configuration not stated)	nt	-3%	-17%	1	0.0	5%	-2%	-2%	-9%
COc1ccc(-c2cc(C(F)(F)F)nc(SCc3cccc(C(=O)O)c3)n2)cc1	-11%	1%	21µM*	nt	0.1	-25%	3%	2%	14%
Cc1ccc(S(=O)(=O)N(CC(O)CN2CCOCC2)c2cccc([N+](=O)[O-])c2)cc1 (configuration not stated)	-2%	-4%	-11%	3	0.6	1%	-3%	-6%	-2%
CCCCn1nnnc1C(c1cc2ccccc2o1)N(C)Cc1ccc(Cl)c(Cl)c1 (configuration not stated)	-1%	-6%	6%	26	0.3	-6%	9%	7%	9%
O=C(CSc1nc2c(c(C(F)(F)F)n1)CCc1ccccc1-2)NCc1ccco1	32%	11%	-24%	nt	0.0	-3%	10%	-2%	-15%
NC(=O)C1CCN(C(=O)C2CCC(=O)N(Cc3ccc(Cl)cc3)C2)CC1 (configuration not stated)	8%	2%	-8%	5	-0.4	-22%	1%	1%	1%
CCOc1cccc(-n2nnnc2-c2ccc(OC)cc2)c1	21%	3%	-6%	-1	-1.3	3%	1%	8%	-14%
COC(=O)C1=C(C)N(C2CCCC2)C(=O)C1(NC(C)=O)C(F)(F)F (configuration not stated)	-47%	8%	-6%	-3	17	-23%	2%	-20%	3%[9.22 µM]
COc1cc(NC(=O)CN(C)S(=O)(=O)c2ccc(C)cc2)cc(OC)c1	23%	3%	-6%	1	2.8	-10%	1%	0%	0%
